Epigenetic reg – regulators of epigenetic silencing causing reporter derepression in mouse cells. murine LDR cells, GFP reporter derepression, 30 h. Potency, µM (titrated, usually from 53.9 µM), for inactives: top-dose GFP activation, actives largely listed as activators. 0.2% of 280,000 active; note: % of control where 0% means no effect; nearly all actives have a fitted effect of over 60% in size
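Murine LDR cells bearing a silenced CMV-driven GFP reporter were exposed to compound for 30 h at 37 C. After PBS washes, GFP-positive cells (20-120 um objects) counted by laser-scanning microplate cytometry.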
GAA glycogen mod – GAA glycogen-cleavage inhibition or activation | P10253 | recombinant GAA, glycogen substrate, Amplex Red glucose oxidase fluorescence | Potency, µM (top dose mostly 76.4 µM), without a hit: at the highest dose activity change, negative = inhibition, usual class: inhibitors | 0.38% of 300,000 active | AID 2100;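 note: 0% = full enzyme reaction and -100% = no-enzyme basal signal; the screen sought inhibitors and activators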
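Natural-substrate format: glycogen cleavage by 4 nM human enzyme, glucose read by Amplex Red coupling (Ex 573, Em 610 nm). Normalized to enzyme and no-enzyme controls.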
Tau fluor cs – counter-screen for tau fibril formation inhibitors. Potency, µM (doses to about 57.7 µM), inactives show top-dose activity change, negative = decrease. 0.93% of 280,000 active. tau K18 P301L (four-repeat tau fragment) Alexa594 fluorescence, heparin fibrillization; note: % is set by controls: 0 for no effect and ±100 for the full control effect; nearly all actives have a fitted effect of over 55% in size
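Human K18 P301L tau (15 uM unlabeled plus 0.24 uM Alexa 594-labeled, final) in 100 mM sodium acetate pH 7 was mixed with compound and 20 uM heparin and incubated 6 hr at 37 C.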
Numbers without * were called inactive; ? = inconclusive; & = joins results of further samples; [ ] = another dose, or the depositor's remark. Calls come from the whole dose curve; as a rule, active = well fitted curve in the direction sought with a large enough effect; inconclusive = small, poorly fitted or top-dose-only effect, or another doubt; inactive = no such curve, though single readings can be large; an effect the other way counts as inactive or inconclusive. Potency is the fitted concentration of half-maximal effect.

Results follow in this order: Epigenetic reg | GAA glycogen mod | Tau fluor cs
- COc1ccc(-c2nc3ccccc3o2)cc1NC(=O)c1ccc(N2CCC(C)CC2)c([N+](=O)[O-])c1
→ 0.0% | -9%[76.3 µM] | -14%
- Cc1cc(C)c(NC(=O)CCN2C(=O)c3ccccc3Sc3ncccc32)c(C)c1
→ -1.3% | -5%[76.3 µM] | 1%
- CCCOc1ccc(-c2nc(SC)[nH]c(=O)c2C#N)cc1OC
→ 1.6% | 9%[76.3 µM] | -5%
- O=C(NCCc1nc2ccccc2n1Cc1ccccc1)c1ccco1
→ -1.1% | -11%[76.3 µM] | -23%
- Cc1cc2nc3c(=O)n(C)c(=O)n(C)c3nc2cc1N=CN(C)C
→ ? | -6%[76.3 µM] | -8%
- COc1ccccc1-n1c(/C=C/c2c(C)n(C)c3ccccc23)nc2ccccc2c1=O
→ -1.6% | -5%[76.3 µM] | ?
- Cn1cc(S(=O)(=O)N2CCCC2)cc1C(=O)Nc1ccc(F)cc1F
→ 0.8% | -8%[76.3 µM] | 3%
- COc1ccc(C(=O)c2c(N)c(-c3nc(-c4ccc(OC)cc4)cs3)c3ccccn23)cc1
→ -1.6% | 0%[76.3 µM] | ?
- Fc1ccccc1Cn1c(-c2ccccc2)nc2ccccc21
→ 1.4% | ? | -15%
- CN(Cc1ccccc1)C(=O)C1CCN(S(=O)(=O)Cc2ccccc2)CC1
→ -2.1% | 18%[76.3 µM] | 6%
- COC(=O)c1ccccc1NC(=O)c1cc2nc(-c3ccccc3)cc(-c3ccccc3)n2n1
→ 1.1% | 15%[76.3 µM] | 0%
- COc1cccc(CNc2ccc3c(c2)ncn3C)c1OC
→ -3.2% | -22%&-20%[76.3 µM] | -28%
- Cc1cc(C)cc(NS(=O)(=O)c2cc3[nH]c(=O)c(=O)[nH]c3cc2C)c1
→ 0.8% | 12%&-7%[76.3 µM] | 0%
- CC(=O)c1c(C)n(S(=O)(=O)c2ccc(Cl)cc2)c2ccc(NS(=O)(=O)c3ccc(Cl)cc3)cc12
→ 5.2% | -15%[76.3 µM] | ?
- O=[N+]([O-])c1cc(-c2nc(-c3ccccn3)no2)ccc1NCc1ccccc1
→ -2.6% | 15%[76.3 µM] | 7%
- N#Cc1nc(-c2ccc(COc3ccccc3)o2)oc1N1CCCCC1
→ 4.8% | -9%[76.3 µM] | ?
- CCOc1ccccc1C(=O)N1CCCCC1CCN1CCOCC1 (centres undefined)
→ -0.9% | -17%[76.3 µM] | -3%
- Cc1c2cnn(CC(=O)NCCc3ccccc3)c(=O)c2c(C)n1Cc1ccccc1
→ 2.3% | 20%[76.3 µM] | -1%
- O=C(Cn1c(=O)c2cc(Cl)ccc2n2nncc12)Nc1ccccc1
→ 11% | 3%[76.3 µM] | -4%
- Cc1cccc(-n2c3c(cc(-c4nc(-c5ccc(Cl)cc5)cs4)c2=O)C(=O)CC(C)(C)C3)c1
→ -0.9% | 10%[76.3 µM] | -7%
- O=C(Cn1c(=O)n(Cc2ccccc2)c(=O)c2oc3ccccc3c21)Nc1ccc(Cl)cc1
→ ? | -11%[76.3 µM] | -29%
- CCN1CCN(c2oc(-c3ccc(COc4ccccc4C)o3)nc2C#N)CC1
→ -4.8% | -10%[76.3 µM] | -17%
- COc1ccc(/C=C(\NC(=O)c2ccccc2)C(=O)NC2CCCCC2)cc1
→ -1.6% | 13%[76.3 µM] | -6%
- O=C(Cn1nc(Cc2cccnc2)c2ccccc2c1=O)N1CCN(c2ccccc2F)CC1
→ -5.2% | 11%[76.3 µM] | -16%
- COc1ccc(-c2nc(SCC(=O)NC3CCCC3)c(-c3ccc(F)cc3)[nH]2)cc1OC
→ 0.0% | -24%[76.3 µM] | 13µM*[quencher]
- COc1cccc(CNC(=O)C2CCN(c3nn4c(=O)cc(C)nc4s3)CC2)c1
→ -4.1% | 13%[76.3 µM] | -15%
- Cc1ccc(-n2nc(C)c3c(C)c(CCC(=O)NCc4ccc(Cl)cc4)c(C)nc32)cc1
→ -1.6% | 14%[76.3 µM] | -7%
- Cc1c(C(=O)OC2CCCCC2)[nH]c2c1C(=O)CC(c1ccccc1Cl)C2 (centres undefined)
→ 3.1% | -3%[76.3 µM] | -12%
- CCn1c(SCC(=O)Nc2cc(C)ccc2F)nnc1-c1ccccc1O
→ 0.0% | 14%[76.3 µM] | -6%
- COc1ccc(OC)c(S(=O)(=O)Nc2cc3c(C(C)=O)c(C)oc3c3ccccc23)c1
→ ? | 3%[76.3 µM] | ?

Record cards (already shown). Order of values: Epigenetic reg, GAA glycogen mod, Tau fluor cs
Record of `CCn1c(SCC(=O)Nc2cc(C)ccc2F)nnc1-c1ccccc1O` → 0.0%, 14%[76.3 µM], -6%
Record of `O=C(Cn1c(=O)n(Cc2ccccc2)c(=O)c2oc3ccccc3c21)Nc1ccc(Cl)cc1` → ?, -11%[76.3 µM], -29%

Other records
Results follow in this order: Epigenetic reg | GAA glycogen mod | Tau fluor cs
- CCS(=O)(=O)N1CCc2cc(C(=O)NCc3ccccc3)ccc21
→ -2.0% | 16%[76.3 µM] | 2%
- COc1cc(NC(=O)c2ncn(-c3ccccc3)n2)cc(OC)c1
→ 2.0% | 11%[76.3 µM] | -15%
- CCC1CCC(C(=O)NC(C(=O)Nc2cccc(OC)c2)C(C)C)CC1 (centres undefined)
→ 6.1% | 16%[76.3 µM] | -12%
- Cc1ccc(C(C)C)c(OCCCn2c(=O)oc3ccc(C)cc32)c1
→ 1.8% | -11%[76.3 µM] | -11%
- CC1CCc2c(sc3nnn(CC(=O)Nc4ccccc4Cl)c(=O)c23)C1 (centres undefined)
→ 1.0% | -13%[76.3 µM] | ?
- Cc1ccccc1Nc1c(-c2cccc(N(C)C)c2)nc2ccc(Br)cn12
→ 7.2% | -6%[76.3 µM] | -24%
- COC(=O)c1ccc(C(=O)OC)c(NC(=O)c2cnn3c(C(F)F)cc(-c4ccc(C)cc4)nc23)c1
→ 1.0% | -17%[76.3 µM] | -7%
- CCOc1ccc(-c2nc(SCC(=O)NC3CCCC3)c(-c3ccccc3)[nH]2)cc1OC
→ 10% | -6%[76.3 µM] | 13µM*[quencher]
- COc1ccc(OC)c(S(=O)(=O)Nc2cccc(-c3ccc(N4CCCCCC4)nn3)c2)c1
→ -0.6% | -2%[76.3 µM] | -16%
- COc1ccccc1NC(=O)Cn1c(=O)n(Cc2ccccc2)c(=O)c2ccccc21
→ 9.9% | 8%[76.3 µM] | -25%
- COCCCNC(=O)C1CCN(Cc2nc(-c3ccc(OC)c(OC)c3)oc2C)CC1
→ -1.1% | 12%[76.3 µM] | 10%
- CCCCN(C)CCCNC(=O)Cn1ncc2c3ccccc3n(Cc3cc(C)ccc3C)c2c1=O
→ 3.5% | -2%[76.3 µM] | 0%
- CC1CCCCN1C(=O)c1cc(-c2ccc(Br)cc2)on1 (centres undefined)
→ 1.8% | ? | -13%
- Cc1ccc(NC(=O)c2c(C)oc3ccc(O)c(CN4CCCCCC4)c23)c(C)c1
→ 1.9% | -1%[76.3 µM] | -7%
- COc1ccccc1-c1cc2nc(C)c(CCC(=O)O)c(C)n2n1
→ -1.3% | 6%[76.3 µM] | -17%
- N#Cc1nc(-c2ccc(COc3ccc(Cl)cc3)o2)oc1N1CCN(c2ccccc2)CC1
→ -1.6% | 10%[76.3 µM] | -10%
- O=c1oc2c3c(ccc2c2ccccc12)OCN(Cc1cccc(Cl)c1)C3
→ -1.9% | 2%[76.3 µM] | ?
- CCOc1ccc(CN2C(=O)c3ccccc3Sc3ccc(C(=O)NC)cc32)cc1
→ 4.7% | -5%[76.3 µM] | ?
- CCOC(=O)c1cccc(NC(=O)c2cc3c(=O)n(C)c4ccccc4c3n2C)c1
→ 0.0% | 0%[76.3 µM] | -8%
- O=C(NCCc1ccccc1)c1cc(-c2ccc(Cl)c(Cl)c2)on1
→ -0.7% | -2%[76.3 µM] | 1%

(further entries)
Compound	Epigenetic reg	GAA glycogen mod	Tau fluor cs
CCOC(=O)CCc1c(C)nc2c(c(C)nn2-c2ccc(C)cc2)c1C	3.6%	4%	-15%
Cc1c(Cl)cccc1NC(=O)N1CCC(CN2CCOCC2)CC1	-0.2%	13%[76.3 µM]	10%
Cc1cccc(-c2nc(SCC(=O)Nc3ccc4c(c3)OCO4)c(-c3ccccc3)[nH]2)c1	-2.2%	-19%[76.3 µM]	6.3µM*[quencher]
COc1ccccc1NC(=O)CN1C(=O)c2cccc3cccc1c23	-0.1%	15%[76.3 µM]	-12%
CCOc1ccc(CCNC(=O)CN2C(=O)COc3ccc(S(=O)(=O)N4CCCC4)cc32)cc1	-1.1%	-12%[76.3 µM]	-8%
CC(Sc1oc(-c2cccs2)nc1S(=O)(=O)c1ccccc1)c1ccccc1 (centres undefined)	2.0%	-6%[76.3 µM]	?
CCOC(=O)c1cc(-c2ccc(C)cc2)n(CCC(=O)Nc2cc(Cl)ccc2C)c1C	6.8%	-1%[76.3 µM]	0%
Cc1cccc(N(C)C(=O)c2cc(S(=O)(=O)N3CCCC3)cn2C)c1	0.0%	-6%[76.3 µM]	-10%
COc1cccc(-c2cn3c(n2)sc2cc(C(=O)NCCc4ccc(OC)c(OC)c4)ccc23)c1	0.0%	11%[76.3 µM]	9%
COc1ccc(N2CCN(c3oc(/C=C/c4ccc(F)cc4)nc3C#N)CC2)cc1	5.3%	-9%[76.3 µM]	-16%
CCOC(=O)C1CCCN(C(=O)Cn2ncc3c4ccccc4n(Cc4ccccc4)c3c2=O)C1 (centres undefined)	-3.7%	-17%[76.3 µM]	-15%
Cc1c(C(=O)NCc2ccccc2Br)oc2ccc3c(c12)C(=O)CC(C)(C)O3	0.0%	6%[76.3 µM]	?
Cc1ccc2c(c1)cc(C(=O)NCc1ccc(F)cc1)n2C	0.0%	-3%[76.3 µM]	15%
CCOc1ccccc1NC(=O)c1c(NC(=O)COc2ccc(Cl)cc2)sc2c1CCCCC2	-1.6%	11%[76.3 µM]	2%
C#CC(C)(CC)NC(=O)Cn1nnc(-c2ccc(OCc3ccccc3Cl)cc2)n1 (centres undefined)	0.0%	-12%[76.3 µM]	-10%
CCC(=O)N1CCc2cc(Br)cc(S(=O)(=O)N3CCC(C(=O)Nc4cccc(C)c4)CC3)c21	-0.9%	-9%[76.3 µM]	-23%
Cc1ccc(-n2nc(C)c3c(C(F)(F)F)cc(-c4cccnc4)nc32)cc1C	-3.1%	5%[76.3 µM]	-4%
CC(=O)N1c2ccc(S(=O)(=O)NCC3CCC(C(=O)NCCC(C)C)CC3)cc2CC1C (centres undefined)	0.5%	11%[76.3 µM]	-3%
COC(=O)c1ccccc1NC(=O)Cn1cnc2sc(C)c(S(=O)(=O)N3CCC(C)CC3)c2c1=O	2.9%	13%[76.3 µM]	-10%
Oc1ccccc1-c1nc2cnccn2c1Nc1ccc(Cl)cc1	0.7%	?	13µM*[quencher]
N#C/C(=C\c1ccc(-c2ccccc2C(=O)O)o1)c1nc2ccccc2[nH]1	0.0%	2%	-21%
CSCCC(NC(=O)C1CCCCC1)C(=O)Nc1ccc(F)c(Cl)c1 (centres undefined)	1.0%	8%[76.3 µM]	-21%
COc1ccc(OC)c(-c2noc(CSc3nnc(-c4ccccc4)n3-c3ccccc3)n2)c1	-0.8%	3%[76.3 µM]	-3%
Cc1ccc(NC(=O)CSc2nnc(C)n3c2cc2sccc23)c(C)c1	-1.5%	6%[76.3 µM]	1%

An excerpt of the results above, for reference:
Compound	Epigenetic reg	GAA glycogen mod	Tau fluor cs
N#C/C(=C\c1ccc(-c2ccccc2C(=O)O)o1)c1nc2ccccc2[nH]1	0.0%	2%	-21%
CSCCC(NC(=O)C1CCCCC1)C(=O)Nc1ccc(F)c(Cl)c1 (centres undefined)	1.0%	8%[76.3 µM]	-21%
COc1ccc(OC)c(-c2noc(CSc3nnc(-c4ccccc4)n3-c3ccccc3)n2)c1	-0.8%	3%[76.3 µM]	-3%
Cc1ccc(NC(=O)CSc2nnc(C)n3c2cc2sccc23)c(C)c1	-1.5%	6%[76.3 µM]	1%

(list continues)
Compound	Epigenetic reg	GAA glycogen mod	Tau fluor cs
CC(C)CCNC(=O)C1CCC(CNS(=O)(=O)c2cccc3nsnc23)CC1 (centres undefined)	-1.1%	0%&-4%[76.3 µM]	-6%
COc1cccc(CNC(=O)CCCn2ncn3c(cc4occc43)c2=O)c1OC	-4.4%	-8%[76.3 µM]	-10%
COc1ccc(NC(=O)c2cc3nc(-c4ccc(Cl)c(Cl)c4)cc(C(F)(F)F)n3n2)c(OC)c1	-0.8%	13%[76.3 µM]	-3%
CCOC(=O)N1CCC(NC(=O)c2ccc3c(c2)N(Cc2ccc(F)cc2)C(=O)c2ccccc2S3=O)CC1 (centres undefined)	0.0%	-12%[76.3 µM]	-21%
CCOC(=O)c1c(-c2ccc(OC)c(OC)c2)csc1NC(=O)c1ccc(C)cc1	0.0%	-6%[76.3 µM]	-10%
Cc1ccc(NC(=O)C(=O)NCC(c2cccnc2)N2CCOCC2)cc1C (centres undefined)	3.9%	-11%[76.3 µM]	-20%
COC(=O)c1ccc(NC(=O)CCn2cnnn2)c(C)c1	0.0%	12%[76.3 µM]	-6%

The list is partial (hit frequency here may not be typical).
